IDE act = activators of human insulin-degrading enzyme in cells. activation, % at 5.96 µM. P14735. HEK cells, FAbeta-B cleavage, fluorescence polarization; 0% vehicle, 100% cell-free pure enzyme wells. 340,000 tested, 0.073% active;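 active = activation above the mean of all tested compounds plus 3 SD, set per screening campaign, cut at about 17% in these data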
MEKK3 PB1 HTS = MEKK3-MEK5 PB1 interaction, increase or decrease. 290,000 tested, 1.4% active. binding response (% of control), % at 10 µM. bead-based flow cytometry, Alexa488-MEK5 binding to MEKK3; actives lie on both sides; 0 = blocked by unlabeled MEK5, 100 = vehicle. AID 1529;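 active = binding response more than 3 SD above or below the average of its plate-row segment, actives on both sides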;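 note: Alexa488 bead fluorescence after subtracting the streptavidin-only scavenger bead signal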
Target sequence (Q99759 whole entry, looked up): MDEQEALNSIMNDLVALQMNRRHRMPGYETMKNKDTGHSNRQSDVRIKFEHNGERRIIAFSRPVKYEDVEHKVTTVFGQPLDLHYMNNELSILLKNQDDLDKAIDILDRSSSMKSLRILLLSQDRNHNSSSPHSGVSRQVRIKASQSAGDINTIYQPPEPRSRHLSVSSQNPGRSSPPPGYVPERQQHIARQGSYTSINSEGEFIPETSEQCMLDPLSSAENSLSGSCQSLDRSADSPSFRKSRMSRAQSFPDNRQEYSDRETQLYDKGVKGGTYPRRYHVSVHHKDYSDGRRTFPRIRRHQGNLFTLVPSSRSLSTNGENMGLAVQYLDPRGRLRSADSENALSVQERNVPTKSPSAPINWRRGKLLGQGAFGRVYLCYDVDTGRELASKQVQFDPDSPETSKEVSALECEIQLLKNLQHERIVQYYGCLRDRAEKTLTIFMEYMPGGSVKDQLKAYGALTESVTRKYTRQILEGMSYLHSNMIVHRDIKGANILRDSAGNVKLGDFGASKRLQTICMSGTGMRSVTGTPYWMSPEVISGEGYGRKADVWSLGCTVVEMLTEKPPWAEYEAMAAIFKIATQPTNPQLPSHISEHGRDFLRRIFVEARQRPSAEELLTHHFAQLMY
UBC9 SUMO inh = SUMOylation inhibition; P63279; HTRF SUMOylation assay, SAE1/SAE2 + UBC9, in vitro; inhibition, % at 35 µM; 290,000 tested, 0.36% active; AID 2006; in the data active = inhibition above about 50%, passing the limit was not always enough; note: strong numbers were not always called active
Target sequence (P63279 whole entry, looked up): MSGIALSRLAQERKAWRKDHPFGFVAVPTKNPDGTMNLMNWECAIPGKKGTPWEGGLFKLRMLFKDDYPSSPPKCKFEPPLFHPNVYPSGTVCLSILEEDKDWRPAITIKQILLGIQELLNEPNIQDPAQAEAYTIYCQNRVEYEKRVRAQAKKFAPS
NALP1 inh = blocks the NALP1 inflammasome reconstituted in yeast; S. cerevisiae NALP1/ASC/caspase-1 growth, X-gal OD620, 72 h; AID 2071; inhibition, % at 10 µM; 280,000 tested, 0.61% active; in the data active = inhibition mostly above about 24%, no sharp cut-off; inactive = mostly below about 32%; note: some compounds called inactive have numbers as strong as hits
M18AAP inhibitor = blocks P. falciparum M18 aspartyl aminopeptidase. recombinant PfM18AAP, H-Glu-NHMec fluorogenic cleavage. inhibition, % at 7.35 µM. 290,000 tested, 1.2% active. AID 1822;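 active = inhibition above the campaign mean inhibition over all tested compounds plus 3 SD, cut at about 28% in these data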;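 note: 0% = plate median of test compound wells and 100% = 2 mM ZnCl2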
MEKK2 WT-MEK5 = raises or lowers MEK5 binding to wildtype human MEKK2 PB1 domain. Q9Y2U5. bead flow cytometry, Alexa488-MEK5 binding to MEKK2 WT; actives lie on both sides. binding response (% of control), % at 10 µM. 290,000 tested, 1.1% active. AID 1531; in the data active = binding response below about 67% or above about 130%
MEKK2 mut-MEK5 = signal of MEK5 binding to mutant human MEKK2 PB1 domain; bead flow cytometry, Alexa488-MEK5 binding to MEKK2 mutant; percent response, % at 10 µM; 290,000 tested, 0.35% active; in the data active = percent response above about 24%, passing the limit was not always enough; note: inactives centre near 1; some results filed as inactive read as strong as hits; reference of the scale not given here
IDE inh = inhibits human insulin-degrading enzyme in HEK cells; FAbetaB cleavage, fluorescence polarization; P14735; 320,000 tested, 0.41% active; inhibition, % at 5.59 µM;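 active = percent inhibition above the average of all tested compounds plus 3 SD, set per screening campaign, cut at about 16% in these data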;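 note: IDE supplied by intact live HEK cells; FP after avidin binding of uncleaved biotin substrate so inhibition keeps polarization high; 0% = DMSO wells and 100% = 60 µM reference IDE inhibitor Ii1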
pCIP destab = lowers stability of the mouse p/CIP coactivator protein; Q05BA5; F442A p/CIP-EGFP cells, EGFP fluorescence, 16 h; decrease of EGFP signal, % at 10 µM; 290,000 tested, 0.01% active; AID 1984;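 active = EGFP signal decrease of at least 30% at 10 µM or well 3 SD below plate mean, unless failing retest; inactive = the rest, including hits failing retest or dose response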; note: some compounds called inactive have numbers as strong as hits; many of its hits are not listed in these tables
Active calls of the source: *; / = not tested or not shown. These rows are one share of the data, so the mix of outcomes need not match the whole.

canonical_smiles	pCIP destab	MEKK2 mut-MEK5	IDE act	UBC9 SUMO inh	M18AAP inhibitor	MEKK2 WT-MEK5	IDE inh	NALP1 inh	MEKK3 PB1 HTS
Nn1cc(-c2ccccc2)nc1SCC(=O)Nc1cccc(S(N)(=O)=O)c1	-6	-3	6	14	6	98	3	/	101
CCOC(=O)Cn1c(=O)c2c(nc3n2CCCN3CCc2ccccc2)n(C)c1=O	-7	6	1	14	2	113	-1	4	107
CC(=O)Oc1ccc(C(=O)c2ccccc2)c(OC(C)=O)c1	10	-2	3	1	3	101	5	27	109
O=C(Nc1ccc(Cl)c(Cl)c1)C1CC(=O)N(c2ccc(Br)cc2)C1 (stereo not given)	-12	-1	3	-51	3	104	4	-2	74
CCCCN(C(=O)c1ccccc1F)c1c(N)n(CCC)c(=O)[nH]c1=O	-9	0	1	13	-6	108	-4	6	100
Cc1ccc(-c2noc(C3CCCN(C(=O)c4ccc(C(C)(C)C)cc4)C3)n2)o1 (stereo not given)	-12	-3	-5	0	-5	98	-2	6	104
O=[N+]([O-])c1cccc(/C=N/N2CCN(c3ccccn3)CC2)c1	-14	14	-2	14	-1	111	1	3	102
CCOc1cc(/C=C2\CN(CC)C/C(=C\c3ccc(O)c(OCC)c3)C2=O)ccc1O	-1	6	0	-27	29*	109	2	-6	108
CCOC(=O)C1=C(CN2CCN(C(=O)c3ccco3)CC2)NC(=O)NC1c1ccc(OC)cc1 (stereo not given)	-2	0	3	10	2	101	2	16	100
Cn1nccc1C(=O)Nc1ccn(C23CC4CC(CC(C4)C2)C3)n1	-16	2	0	-12	-7	105	5	30	111
COC(=O)CCc1c(C)c(C(=O)c2ccc(F)cc2)c2ccccn12	-5	-5	1	4	-3	93	4	7	101
O=C(C1CCN(Cc2ccc(OCc3ccccc3)cc2)CC1)N1CCCC1	-7	3	-2	-4	-3	106	3	1	101
Cc1ccc(C(=O)COC(=O)c2cnccn2)cc1[N+](=O)[O-]	-14	5	3	16	-1	105	3	-2	91
CC12C(=O)N(c3nccs3)C(=O)C1C1C=CC2C1 (stereo not given)	1	3	3	3	-3	103	5	4	107
COC(=O)c1sc(N2CCN(c3ccc(Cl)cc3)CC2)nc1N	5	1	-21	-29	1	105	15	19	109
COCc1cc(C)nc(Nc2ccc(C)cc2C)c1C#N	-9	1	1	9	1	99	-2	10	98
COc1ccc(NC(=O)CCC(=O)c2cccs2)cc1Cl	1	1	-1	-5	2	100	3	8	100
O=C(CN1CCCN(Cc2ccc(F)cc2Cl)C1=O)NCc1ccccc1	-2	-2	7	3	2	98	4	35	93
Cc1cc(O)c(C2(O)C(=O)Nc3ccccc32)cc1C (stereo not given)	3	-1	0	22	-11	101	-3	14	100
CCCCCc1nnc(NC(=O)C2COc3ccccc3O2)s1 (stereo not given)	-14	0	1	7	-11	101	5	-2	107
Cc1ccc(NC(=S)NCCN2CCOCC2)cc1	-13	2	3	3	-4	97	4	-11	98
c1ccc(COc2cccc(CN3CCCCC3)c2)cc1	-1	2	4	2	0	108	2	26	101
CC(=O)c1sc(NC(=O)COc2c(C)cc(Cl)cc2C)nc1C	4	-10	/	-2	-9	92	-2	-21	100
CN(C)/N=C/c1ccc([N+](=O)[O-])cc1[N+](=O)[O-]	18	-10	2	14	34*	90	3	-1	97

Full records from above. Order of screens: pCIP destab | MEKK2 mut-MEK5 | IDE act | UBC9 SUMO inh | M18AAP inhibitor | MEKK2 WT-MEK5 | IDE inh | NALP1 inh | MEKK3 PB1 HTS
Shown for Cc1ccc(NC(=S)NCCN2CCOCC2)cc1 : -13 | 2 | 3 | 3 | -4 | 97 | 4 | -11 | 98
Shown for CCCCCc1nnc(NC(=O)C2COc3ccccc3O2)s1 (stereo not given) : -14 | 0 | 1 | 7 | -11 | 101 | 5 | -2 | 107

Further entries
canonical_smiles	pCIP destab	MEKK2 mut-MEK5	IDE act	UBC9 SUMO inh	M18AAP inhibitor	MEKK2 WT-MEK5	IDE inh	NALP1 inh	MEKK3 PB1 HTS
COC(=O)CN1C(CN2CCOCC2)=Nc2ccc(Br)cc2C1c1ccccc1 (stereo not given)	-3	-4	/	-5	-2	91	1	-6	98
O=C(NC1CCCCC1)c1cc(S(=O)(=O)N2CCCC2)ccc1Cl	-6	2	1	2	-1	104	-1	11	101
CCOC(=O)NC(=O)CSc1nnc(SCCC(=O)O)s1	0	5	0	-10	-2	111	6	5	108
Cc1cc(C)nc(SCc2nc3ccccc3n2C)n1	0	3	-4	-22	6	104	-4	17	103
O=C(c1snnc1-c1ccccc1)N1CCOCC1	-18	-19	3	-2	-5	87	2	10	86
Cc1cccc(N2CCN(C(=O)CCCSc3nc4ccccc4[nH]3)CC2)c1C	-10	2	-9	-26	-1	98	4	6	103
CCOC(=O)c1ccc2cccc(C)n2c1=O	7	3	4	0	-5	106	3	/	102
Clc1ccc(-c2cc(C3CCNCC3)[nH]n2)c(Cl)c1	-6	-9	/	-4	2	104	4	-3	96
COc1ccccc1C(=O)NC1CCN(C(=O)Nc2ccc(F)cc2)CC1	-7	-6	1	-1	-2	92	-5	9	93
CN(CC(=O)Nc1cccc(F)c1)C(=O)/C=C/c1ccc2ccccc2n1	1	0	1	9	-9	99	-2	8	96
Cn1ccnc1Sc1nc2c(c(=O)n(C)c(=O)n2C)n1C	3	-1	1	14	1	100	-3	2	101
O=C(NC1CC1)c1scc2c1OCCO2	-2	-2	8	-10	0	93	0	-1	86
Cc1ccccc1NC(=O)CN1C(=O)NC(C)(CCc2ccccc2)C1=O (stereo not given)	-12	-2	-4	-6	-7	96	-4	0	97
CCCc1cc(C(=O)Nc2cc(C)on2)no1	-5	17	6	9	-6	114	0	27	109
COCCNC(=O)[C@H]1N2C(=O)c3ccccc3C2SC1(C)C (stereo not given in full)	0	-1	-3	0	-1	100	0	16	98
COc1ccc(F)cc1S(=O)(=O)Nc1ccc2c(c1)OCCO2	-5	-3	-2	3	-4	92	5	24	94
CC(C)CCNC(=O)c1c[nH]c2ccc(S(=O)(=O)N3CCOCC3)cc2c1=O	-5	-2	1	/	-1	95	-3	30	94
O=C(NCCNC(=O)c1cccnc1)c1ccc(Br)cc1	5	7	-1	13	-7	102	-2	6	102
CC12CCC(C(=O)N(c3ccc(Cl)cc3)C1=O)C2(C)C (stereo not given)	-4	0	5	4	3	103	3	29	109
COc1ccc(C(=O)/C=C(\N)C(F)(F)F)c(O)c1	10	0	-2	16	-3	102	2	14	103
Cc1cccc(C(=O)NCCC(=O)Nc2ccc(F)c([N+](=O)[O-])c2)c1	-10	3	4	10	3	100	3	14	104
COc1ccc(NC(=S)c2ccncc2)cc1	-6	-1	0	24	1	95	-1	36	104
CC1(c2ccc3noc(-c4cccc(F)c4)c3c2)OCCO1	-1	-1	1	23	4	100	-1	-23	101
COCc1ccc(CN2CCCC(CCC(=O)NCc3ccc(C)o3)C2)o1 (stereo not given)	-14	3	-2	13	-7	105	5	15	103
Cc1ccc(N2CC(C(=O)O)CC2=O)cc1 (stereo not given)	-6	-5	/	2	0	94	2	14	98
Cc1cccc(C)c1OCC(O)CNS(=O)(=O)c1ccccc1C(=O)N1CCCCC1 (stereo not given)	-1	3	4	-10	1	103	4	3	59
COc1ccc(NC(=O)CCNC(=O)C2CCN(S(=O)(=O)c3ccc(F)cc3)CC2)cc1OC	-4	4	4	13	-2	102	0	10	99
CCN(CC)C(=O)c1c(NC(=O)c2ccccc2)sc(C)c1C	-20	7	4	14	-1	108	-4	-7	108
COc1ccc(NC(=O)C2CCCN(c3nn4c(=O)cc(C)nc4s3)C2)cc1 (stereo not given)	-5	1	8	26	1	98	4	-15	100
Cc1ccc(NC(=O)Nc2c(Cl)cccc2Cl)cn1	-8	0	-1	18	-1	99	6	12	104
COc1ccccc1-n1c(CNC(=O)COc2ccccc2)n[nH]c1=S	-8	-2	5	20	2	98	9	-6	99
CCOC(=O)C1=NN(C(=O)Cc2ccccc2)C(O)(c2ccc(Cl)cc2)C1 (stereo not given)	-10	-3	2	12	10	90	-8	9	91
CC(=O)Nc1ccc(NC(=O)c2ccccc2N(C)S(=O)(=O)c2ccccc2)cc1	7	1	4	5	-4	101	4	4	100
COc1ccc(CNC(=O)Nc2ccc([N+](=O)[O-])cc2)cc1	/	-6	3	/	/	86	-3	/	84
COc1cccc(NS(=O)(=O)c2ccc3[nH]cc(C(=O)NCCC(C)C)c(=O)c3c2)c1	-2	0	1	18	3	97	3	14	104
Cc1ccc(CCN2CC(C(=O)NC(C)C)CC2=O)cc1 (stereo not given)	-1	1	0	3	0	100	1	7	99
CC1CN(S(=O)(=O)c2ccccc2)CN1C(=O)N1CCOCC1 (stereo not given)	-1	-5	5	-8	-4	93	0	6	95
CN(C)S(=O)(=O)c1cccc(NC(=S)NN=C(Cc2ccccc2)Cc2ccccc2)c1	2	-2	-1	-6	21	93	2	12	91
O=C(NC1CCCC1)c1sc(=S)n2c1[nH]c(=O)c1ccccc12	-11	5	0	17	14	109	3	-9	111
C=CCS(=O)(=O)c1nc2ccccc2s1	-2	-2	6	2	0	101	-1	-8	103
O=C1CN(C(=O)c2ccc(Br)o2)C(c2ccccc2)c2cc(Cl)ccc2N1 (stereo not given)	-13	6	-5	-2	-3	104	-2	27	104
CCOC(=O)C1CCN(C(=O)c2ccccc2NS(=O)(=O)c2ccc(F)c(F)c2)CC1	-1	1	7	-5	1	100	2	29	105
COc1ccc2cc(CN(Cc3ccco3)C(c3nnnn3C3CCCCC3)C(C)C)c(=O)[nH]c2c1 (stereo not given)	1	8	1	9	13	97	3	-1	108
Cc1cc(C(=O)OCC(=O)NC(C)C)c2ccccc2n1	-8	-2	-2	34	-7	97	-8	/	99
Nn1c(SCC(=O)Nc2ccc3c(c2)OCO3)nnc1C(F)(F)F	1	2	3	-15	3	100	0	-21	101
COc1ccc(N=C2SCC(c3ccc(C)cc3)=NN2CCO)cc1	-9	-9	0	-2	2	98	-2	21	99
COc1ccc(C(=O)CC(=O)C(=O)Nc2cc(OC)ccc2OC)cc1	-6	2	2	-4	1	104	1	10	102
c1ccc(Cn2nnnc2C(c2cccs2)N2CCSCC2)cc1 (stereo not given)	-4	-6	0	-6	-9	86	1	2	85
O=C(NC1CCS(=O)(=O)C1)c1cnccn1 (stereo not given)	-7	/	4	-4	-2	/	-5	9	/
O=C(CSc1nc2[nH]ncc2c(=O)[nH]1)N1CCCC1	2	21	-1	2	19	100	2	23	100
Cc1cccc(NC(=O)c2ccc(Cn3cc(C(F)(F)F)ccc3=O)cc2)c1	0	-1	-1	9	-8	100	3	-1	102
Cc1ccccc1NC(=O)CN1CCN(C(=O)c2ccco2)CC1	-20	10	5	18	-2	106	4	10	104
O=C(COc1ccccc1F)NCc1nc2ccccc2[nH]1	8	-4	0	0	0	96	2	-6	102
COc1ccc(NC(=S)NC(=O)/C=C/c2ccccc2)cc1	-7	2	-3	9	8	108	0	14	111
O=C(CCS(=O)(=O)c1ccc(Br)cc1)N1CCN(c2ccccc2Cl)CC1	-7	2	3	9	-2	100	4	-1	100
COC1=C/C(=C/c2c(O)c(C#N)c3ccccn23)C=CC1=O	-6	6	-10	26	11	110	5	-14	111
O=C(C1=C[C@H](C2CCCCC2)C[C@H](OCCCCO)O1)N1CCOCC1	-14	3	4	-10	7	107	0	-7	95
